Assay outcomes as filed in PubChem BioAssay.
OX1R antag-1: antagonists of human orexin 1 receptor (OX1R) | O43613 | OX1R-expressing cells, FRET antagonist read-out | inhibition, % at 6.6 µM | hit rate 1.8% among 330,000 | AID 485270; in the data active = inhibition mostly above about 38%, no sharp cut-off; inactive = mostly below about 40%;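 also: 0% = agonist challenge alone and 100% = reference antagonist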
Target sequence (O43613 whole entry, looked up): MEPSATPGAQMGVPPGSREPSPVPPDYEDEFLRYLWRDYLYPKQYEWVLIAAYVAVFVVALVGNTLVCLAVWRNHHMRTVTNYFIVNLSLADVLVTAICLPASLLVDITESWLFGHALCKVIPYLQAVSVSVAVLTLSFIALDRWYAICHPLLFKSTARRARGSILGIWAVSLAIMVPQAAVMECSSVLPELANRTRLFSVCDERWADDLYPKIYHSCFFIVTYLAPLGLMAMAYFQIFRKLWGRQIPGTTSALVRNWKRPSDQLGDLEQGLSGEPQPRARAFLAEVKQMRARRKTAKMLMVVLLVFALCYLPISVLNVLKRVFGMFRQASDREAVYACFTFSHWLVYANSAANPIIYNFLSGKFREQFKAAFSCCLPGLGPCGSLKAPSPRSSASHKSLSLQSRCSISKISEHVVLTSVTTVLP
OX1R antag-2: human HCRTR1 antagonism; AID 434989; inhibition, % at 5 µM; hit rate 0.43% among 330,000; O43613; CHO/OX1R cells, Fluo-8 calcium fluorescence, orexin A;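 active = inhibition above its plate's threshold, mean inhibition of all tested compounds on the plate plus 3 SD, cut at about 37% in these data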;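 also: 0% = orexin A challenge wells and 100% = SB-334867-A antagonist wells; not every result past the cut was called active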
* marks the source's active call; other numbers are inactive results. An unsorted share of the library; overall some 2.1% were active at least once.

C[C@@H]1CCC[C@]2(O[C@@H](CCO)C[C@H](O)[C@H]2O)O1 was read as OX1R antag-1 8 and OX1R antag-2 -3.
For CSc1ccc(/C=N/NC(=O)c2ccccc2Cl)cc1 the results were OX1R antag-1 13 and OX1R antag-2 -11.
CC1=Nc2ccccc2/C1=C\c1nc(-c2ccc(C(F)(F)F)cc2)oc1O was read as OX1R antag-1 9 and OX1R antag-2 40*.
Screening N#Cc1cc2c(nc1SCc1cccnc1)CCCCC2 returned OX1R antag-1 13 and OX1R antag-2 -11.
`C/C(Cn1cnc([N+](=O)[O-])n1)=N\NC(=O)c1ccccc1O` gave OX1R antag-1 33 and OX1R antag-2 -14.
COc1cccc(CN2CCC(n3nccc3NC(=O)CCCc3ccccc3)CC2)c1 was read as OX1R antag-1 18 and OX1R antag-2 -27.
For COc1ccc(S(=O)(=O)Nc2ccccc2C(=O)NCc2ccco2)cc1Br the results were OX1R antag-1 13 and OX1R antag-2 -13.
CC1=C(C#N)C(c2cccnc2)C2=C(CC(c3ccc(Cl)cc3)CC2=O)N1 (centres undefined) was read as OX1R antag-1 9 and OX1R antag-2 -28.
Screening CC(C)=CCN1CCN(Cc2nc(C(C)C)cs2)CC1CCO (centres undefined) returned OX1R antag-1 9 and OX1R antag-2 -26.
`CC(=O)Nc1ccc(C(=O)OCC(=O)NC(=O)NC(C)(C)C)cc1` gave OX1R antag-1 22 and OX1R antag-2 2.
For CC(=O)N1CCN(c2nnc(-c3ccccc3)c3ccccc23)CC1 the results were OX1R antag-1 -2 and OX1R antag-2 -16.
CC(C)(C)Nc1c(N)c(=O)oc2ccccc12 was read as OX1R antag-1 10 and OX1R antag-2 -21.
Screening Cc1ccc(C(=O)COC(=O)C(C)N2C(=O)C3C4C=CC(C4)C3C2=O)cc1 (centres undefined) returned OX1R antag-1 8 and OX1R antag-2 -25.
Screening CCOC(=O)c1cnn(-c2cc(Oc3ccccc3)ncn2)c1N returned OX1R antag-1 25 and OX1R antag-2 -21.
CCC1=C2CC[C@H]3C(=O)N(c4ccccc4)C(=O)[C@H]3[C@H]2[C@@]2(C)C(=NCc3ccccc3)OC(=O)N2C1=O was read as OX1R antag-1 9 and OX1R antag-2 -24.
For Cc1ccc(C23CC4CC(CC(C(=O)NC(C(=O)O)C(C)C)(C4)C2)C3)cc1 (centres undefined) the results were OX1R antag-1 15 and OX1R antag-2 9.
Screening CCCC1NC(=S)NC(C)=C1C(C)=O (centres undefined) returned OX1R antag-1 2 and OX1R antag-2 -13.
Screening COC(=O)C1=C(C)N(C2CCCCC2)C(=O)C1 returned OX1R antag-1 14 and OX1R antag-2 -20.
For Cc1c(N=C2NN=C(c3ccc(Cl)cc3)CS2)c(=O)n(-c2ccccc2)n1C the results were OX1R antag-1 20 and OX1R antag-2 -36.
Screening COC(=O)c1cc(COC(=O)c2nc3nc(C)cc(C)n3n2)oc1C returned OX1R antag-1 13 and OX1R antag-2 -17.
Screening Cc1onc(-c2ccccc2)c1CNC(=O)Nc1cccc(Cl)c1 returned OX1R antag-1 9 and OX1R antag-2 -19.
CCCCC(=O)N(c1ccc(OC)cc1)C1C=CS(=O)(=O)C1 (centres undefined) was read as OX1R antag-1 13 and OX1R antag-2 -14.
For COc1ccccc1N1CCN(C(=O)COc2cc(C)cc(C)c2)CC1 the results were OX1R antag-1 7 and OX1R antag-2 -31.
COc1ccc(C(=O)NC(NC(=O)c2ccc(OC)cc2)c2ccccc2F)cc1 was read as OX1R antag-1 5 and OX1R antag-2 -6.
O=C(COc1ccccc1)N1CCN(c2ccc([N+](=O)[O-])c(N3CCCCC3)c2)CC1 was read as OX1R antag-1 30 and OX1R antag-2 -28.
For CC(=O)Nc1ccc(S(=O)(=O)Nc2ccccc2C(=O)N2CCOCC2)cc1 the results were OX1R antag-1 1 and OX1R antag-2 -8.
COc1cc(NS(=O)(=O)c2ccc(NC(=O)c3ccc(S(=O)(=O)N4CCCC4)cc3)cc2)ncn1 was read as OX1R antag-1 2 and OX1R antag-2 -9.
Screening COc1ccccc1-c1cc(C2CC2)nc(N)c1C#N returned OX1R antag-1 8 and OX1R antag-2 -11.
Cc1cccc(OCCC(=O)Nc2ccc(C)c(S(=O)(=O)N3CCCCC3)c2)c1 was read as OX1R antag-1 23 and OX1R antag-2 0.
Screening CCN1CCN(c2ccc(S(=O)(=O)N3CCCCC3)cc2NC(=O)COc2ccc(Cl)cc2)CC1 returned OX1R antag-1 4 and OX1R antag-2 -32.
`O=C(Nc1ccc(S(=O)(=O)Nc2nccs2)cc1)C1CCCCC1` gave OX1R antag-1 6 and OX1R antag-2 -13.
`O=C(NNC(=O)c1ccccn1)c1cccc([N+](=O)[O-])c1` gave OX1R antag-1 12 and OX1R antag-2 -13.
For Cc1cccc(C)c1NC(=O)COC(=O)c1ccc(N2CCCC2)c([N+](=O)[O-])c1 the results were OX1R antag-1 4 and OX1R antag-2 -3.
COc1cc(/C=C(\C#N)c2nc3ccccc3[nH]2)c([N+](=O)[O-])cc1OCc1ccccc1 was read as OX1R antag-1 50 and OX1R antag-2 -4.
`Nc1ccc2nc(-c3ccc(N)c(Cl)c3)[nH]c2c1` gave OX1R antag-1 35 and OX1R antag-2 -20.
Cc1cc(C(=O)N/N=C/c2cccn2C)no1 was read as OX1R antag-1 30 and OX1R antag-2 0.
For CCc1nc(N2CCCC(C)C2)c2oc3ccccc3c2n1 (centres undefined) the results were OX1R antag-1 13 and OX1R antag-2 -7.
CON/C=C(\C=Nc1ccc(Cl)cc1)c1ncc(C(F)(F)F)cc1Cl was read as OX1R antag-1 8 and OX1R antag-2 -20.
Screening CC(NCc1cccc(S(=O)(=O)N(C)C)c1)c1ccc(F)cc1 (centres undefined) returned OX1R antag-1 13 and OX1R antag-2 -8.
`S=C(NCc1ccco1)N/N=C/c1ccncc1` gave OX1R antag-1 10 and OX1R antag-2 -23.
Cc1ccc(CCC(=O)Nc2ccccc2C(=O)O)o1 was read as OX1R antag-1 8 and OX1R antag-2 -7.
`C=CCN=C1SCC(=O)N1S(=O)(=O)c1ccc(C)cc1` gave OX1R antag-1 19 and OX1R antag-2 -7.
For O=C(NCc1ccccc1Cl)c1ccc(-c2ccccc2)cc1 the results were OX1R antag-1 5 and OX1R antag-2 -9.
For Cc1ccc(C)c(NC(=O)Cn2cnc3c(oc4ccccc43)c2=O)c1 the results were OX1R antag-1 7 and OX1R antag-2 -5.
CC1=NN(C(=O)CCCc2ccccc2)C(O)(C(F)(F)F)C1 (centres undefined) was read as OX1R antag-1 0 and OX1R antag-2 -17.

Six records picked at random from the list so far:
COc1cc(/C=C(\C#N)c2nc3ccccc3[nH]2)c([N+](=O)[O-])cc1OCc1ccccc1 was read as OX1R antag-1 50 and OX1R antag-2 -4.
CON/C=C(\C=Nc1ccc(Cl)cc1)c1ncc(C(F)(F)F)cc1Cl was read as OX1R antag-1 8 and OX1R antag-2 -20.
`C=CCN=C1SCC(=O)N1S(=O)(=O)c1ccc(C)cc1` gave OX1R antag-1 19 and OX1R antag-2 -7.
`O=C(Nc1ccc(S(=O)(=O)Nc2nccs2)cc1)C1CCCCC1` gave OX1R antag-1 6 and OX1R antag-2 -13.
`S=C(NCc1ccco1)N/N=C/c1ccncc1` gave OX1R antag-1 10 and OX1R antag-2 -23.
For CCc1nc(N2CCCC(C)C2)c2oc3ccccc3c2n1 (centres undefined) the results were OX1R antag-1 13 and OX1R antag-2 -7.

More records:
`CCOC(=O)N1CCN(C(=O)c2ccc(NC(=O)CC)cc2)CC1` gave OX1R antag-1 8 and OX1R antag-2 -13.
Screening COc1cccc(-c2nnn(CCc3nn[nH]n3)n2)c1 returned OX1R antag-1 26 and OX1R antag-2 -11.
For O=C(O)CC(NC(=O)C12CC3CC(CC(C3)C1)C2)c1ccc2c(c1)OCO2 (centres undefined) the results were OX1R antag-1 11 and OX1R antag-2 -18.
For CCOC(=O)c1sc2nc(C)cc(-c3ccccc3)c2c1N the results were OX1R antag-1 -9 and OX1R antag-2 -25.
`O=C(Nc1cccc(NC(=O)c2cccs2)c1)c1ccc2c(c1)OCO2` gave OX1R antag-1 42 and OX1R antag-2 -19.
CCOC(=O)c1csc(Nc2nc3ccc(F)cc3s2)n1 was read as OX1R antag-1 15 and OX1R antag-2 39.
`Cc1[nH]c2ccccc2c1C(=O)CN1CCSCC1` gave OX1R antag-1 12 and OX1R antag-2 -19.
`COc1ccc(S(=O)(=O)N2CCOCC2)cc1NC(=O)c1ccc2c(c1)OCO2` gave OX1R antag-1 10 and OX1R antag-2 -5.
C1CCCC(NC2=NCCO2)CCC1 was read as OX1R antag-1 -1 and OX1R antag-2 -3.
COCCCNC(=O)Cn1c(=O)oc2cc(S(=O)(=O)N3CC(C)CC(C)C3)ccc21 (centres undefined) was read as OX1R antag-1 4 and OX1R antag-2 3.
Screening Cn1c(=O)c2c(nc3n2CC(COc2ccc(Cl)cc2)O3)n(C)c1=O (centres undefined) returned OX1R antag-1 9 and OX1R antag-2 -33.
COc1ccc(C2C(C(=O)NCc3cccnc3)c3ccccc3C(=O)N2C)cc1OC (centres undefined) was read as OX1R antag-1 10 and OX1R antag-2 -7.
Cc1cc(C)c(S(=O)(=O)Nc2nccs2)c(C)c1 was read as OX1R antag-1 8 and OX1R antag-2 2.
Screening CSc1ccc(CNC(=O)Cn2nc(C)c3c(C)n(-c4ccc(C)cc4)nc3c2=O)cc1 returned OX1R antag-1 8 and OX1R antag-2 -15.
Cc1ccc(S(=O)(=O)C2(S(=O)(=O)c3ccc(C)cc3)CCCC2)cc1 was read as OX1R antag-1 7 and OX1R antag-2 -11.
Screening CCOC(=O)C1=C(C)Nc2ccccc2N=C1NC(=O)C(c1ccccc1)c1ccccc1 returned OX1R antag-1 10 and OX1R antag-2 -34.
C=Cn1cc[n+](CC(=O)C(C)(C)C)c1 was read as OX1R antag-1 5 and OX1R antag-2 -6.
O=C(NC1CCCCCC1)c1ccc(N2CCCC2=O)cc1 was read as OX1R antag-1 13 and OX1R antag-2 -11.
Screening CCc1ccc(Nc2ncc3c(n2)CC(c2ccc(OC)cc2)CC3=O)cc1 (centres undefined) returned OX1R antag-1 16 and OX1R antag-2 -4.
COc1ccc2[nH]cc(C(=O)CN(C)CCc3ccc(OC)c(OC)c3)c2c1 was read as OX1R antag-1 18 and OX1R antag-2 -5.
`CC(C)OCCCNC(=O)c1cc(S(=O)(=O)N2CCc3ccccc32)cn1C` gave OX1R antag-1 9 and OX1R antag-2 -20.
Cc1cc(C(=O)COC(=O)c2n[nH]c(=O)c3ccccc23)c(C)n1C was read as OX1R antag-1 5 and OX1R antag-2 -6.
For Cc1ccccc1OCC(=O)NNC(=S)NC(=O)c1ccco1 the results were OX1R antag-1 4 and OX1R antag-2 7.
`COc1ccc(OC)c(N(CC(=O)NN=C2CCN(C)CC2)S(=O)(=O)c2ccccc2)c1` gave OX1R antag-1 30 and OX1R antag-2 -20.
For COC(=O)CNc1nc(OC)nc(N(C)C)n1 the results were OX1R antag-1 17 and OX1R antag-2 -2.
O=C(NCc1ccccc1)c1cc(S(=O)(=O)N2CCC3(CC2)OCCO3)ccc1F was read as OX1R antag-1 9 and OX1R antag-2 -12.
Screening Cc1ccc(C(=O)c2ccccc2C(=O)OCC(=O)NC(=O)NC(C)(C)C)cc1 returned OX1R antag-1 32 and OX1R antag-2 -14.
`C/C(CC(=O)Nc1ccccc1C#N)=N\NC(=O)c1ccncc1` gave OX1R antag-1 13 and OX1R antag-2 -7.
Cc1ccc(SCC(=O)OC(C)C(=O)NC2CCCCC2C)c(C)c1 (centres undefined) was read as OX1R antag-1 4 and OX1R antag-2 -30.
`Cc1nc(N2CCCCC2)c2sc(=S)n(C)c2n1` gave OX1R antag-1 5 and OX1R antag-2 -14.
O=C(CC1CCCC1)NCCc1cn2ccccc2n1 was read as OX1R antag-1 -2 and OX1R antag-2 -4.
For COc1ccc(-c2coc3cc(OC4OC(CO)C(O)C(O)C4O)cc(O)c3c2=O)cc1 (centres undefined) the results were OX1R antag-1 5 and OX1R antag-2 -17.
For CCOc1ccc(-n2nc(C(=O)NCCOC)c3ccccc3c2=O)cc1 the results were OX1R antag-1 60 and OX1R antag-2 -21.
O=C(/C=C/Sc1ccc(C(F)(F)F)cn1)c1ccccc1 was read as OX1R antag-1 4 and OX1R antag-2 -2.
For CC(CCc1ccccc1)NS(=O)(=O)c1ccccc1 (centres undefined) the results were OX1R antag-1 18 and OX1R antag-2 -21.
`COc1cccc(NC(=O)N2CCC(C(N)=O)(N3CCCCC3)CC2)c1` gave OX1R antag-1 1 and OX1R antag-2 -22.
O=C1CCC(=O)N1CCSC(=S)N1CCOCC1 was read as OX1R antag-1 7 and OX1R antag-2 4.
`CCCC(=O)Nc1nc2ccc(NC(=O)c3cccnc3)cc2s1` gave OX1R antag-1 15 and OX1R antag-2 -22.
Screening Cc1ccc2cc3c(NC(=O)c4ccco4)nn(CC(C)C)c3nc2c1 returned OX1R antag-1 6 and OX1R antag-2 -29.
For CC(=O)N1CCc2cc(N=NC3=C(O)CC(C)(C)CC3=O)ccc21 the results were OX1R antag-1 56* and OX1R antag-2 -5.
`CC(=O)N1CCN(CC(=O)c2ccc(Br)cc2)CC1` gave OX1R antag-1 13 and OX1R antag-2 -3.
`CN(C)S(=O)(=O)N1CCN(S(=O)(=O)c2ccccc2)CC1` gave OX1R antag-1 8 and OX1R antag-2 -20.
Cc1ccccc1-n1c(O)c(/C=C/C=Nc2ccccc2)c(=O)[nH]c1=O was read as OX1R antag-1 19 and OX1R antag-2 6.

A section from further up:
C[C@@H]1CCC[C@]2(O[C@@H](CCO)C[C@H](O)[C@H]2O)O1 was read as OX1R antag-1 8 and OX1R antag-2 -3.
For CSc1ccc(/C=N/NC(=O)c2ccccc2Cl)cc1 the results were OX1R antag-1 13 and OX1R antag-2 -11.
CC1=Nc2ccccc2/C1=C\c1nc(-c2ccc(C(F)(F)F)cc2)oc1O was read as OX1R antag-1 9 and OX1R antag-2 40*.
